Assay outcomes deposited in PubChem BioAssay by Sanford-Burnham Center for Chemical Genomics.
SENP8 block-1 = human SENP8 protease inhibitors, primary screen, biochemical, fluorescence, Nedd8 protein substrate, uHTS; Sentrin-specific protease 8 (Homo sapiens), Q96LD8; recombinant SENP8; inhibition, % at 20 µM; 360,000 tested, 0.64% active; AID 602440, 2012; in the data active = inhibition mostly above about 40%, no sharp cut-off; inactive = mostly below about 27%
Target sequence (Q96LD8 whole entry, looked up): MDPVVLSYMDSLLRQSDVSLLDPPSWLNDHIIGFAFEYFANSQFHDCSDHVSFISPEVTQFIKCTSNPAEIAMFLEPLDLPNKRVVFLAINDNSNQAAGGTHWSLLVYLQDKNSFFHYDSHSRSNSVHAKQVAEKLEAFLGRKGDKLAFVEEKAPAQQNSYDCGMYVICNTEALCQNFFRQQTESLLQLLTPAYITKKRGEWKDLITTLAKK
HKDC1 inhibitor = HKDC1 hexokinase inhibitors, primary screen, biochemical, fluorescence, uHTS; recombinant HKDC1, G6PDH/diaphorase resazurin coupled fluorescence; inhibition, % at 20 µM; 340,000 tested, 0.16% active; AID 493160, 2011;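 active = inhibition above about 35% when tested at 20 µM, limit read from the data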;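 also: plate controls were DMSO wells with enzyme for no effect and DMSO wells lacking enzyme for full effect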
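Material – in-house recombinant HK5 (HKDC1) enzyme · Quantity – HKDC1 at 5 µg/mL · Buffer or medium – pH 8.0 Tris buffer with 10 mM MgCl2 · Reagent – glucose with 1 mM ATP · Dosing – single 20 µM dose · Times – reaction time 90 min, room temperature, protected from light · Technique – resorufin fluorescence at 613 nm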
Apaf-1 inh = inhibitors of human Apaf-1 apoptosome, primary screen, biochemical, DEVD-Rh110 fluorescence, uHTS; Apoptotic protease-activating factor 1 (Homo sapiens), O14727; reconstituted apoptosome caspase-3 activity; inhibition, % at 20 µM; 330,000 tested, 0.71% active; AID 489030, 2010; active = inhibition of at least 40% at 20 µM;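 also: plate controls were DMSO wells for no effect and DEVD-CHO caspase inhibitor wells for full effect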
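System – cell-free apoptosome with Apaf-1, procaspase-3 and caspase-9 · Buffer or medium – pH 7.5 Hepes buffer with CHAPS, BSA, DTT · Also added – cytochrome c with DEVD-Rh110 · Times – 30 min compound preincubation, 50 min activation, room temperature · Technique – Rh110 fluorescence intensity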
SENP7 inh = SENP7 protease inhibitors, primary screen, biochemical, luminescence, uHTS. Sentrin-specific protease 7 (Homo sapiens), Q9BQF6. 330,000 tested, 1.5% active. inhibition, % at 5 µM. recombinant SENP7, Z-RLRGG-aminoluciferin luminescence, 40 min;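 active = inhibition above about 50% at the single test dose, limit read from the data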;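 also: plate controls were DMSO with enzyme for no effect and no enzyme buffer wells for full effect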
SENP8 block-2 = SENP8 protease inhibitors, primary screen, biochemical, luminescence | Sentrin-specific protease 8 (Homo sapiens), Q96LD8 | purified SENP8, Z-RLRGG-aminoluciferin cleavage | inhibition, % at 10 µM | 330,000 tested, 1.2% active | AID 2540, 2010; in the data active = inhibition above about 50%
SENP1 FRET inh = human SENP1 catalytic domain inhibitors, primary screen, biochemical, FRET, uHTS; AID 624204, 2012; inhibition, % at 10 µM; recombinant SENP1 catalytic domain, CyPet-SUMO1-YPet FRET cleavage; 360,000 tested, 0.21% active;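 active = inhibition at least 30% at 10 µM, raw YFP signal under a set limit, fluorescence ratio 0.5 to 1.5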;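 also: 0% = enzyme with DMSO and 100% = no enzyme wells; some results filed as inactive read as strong as hits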
Target sequence (Q9P0U3 419-644 limits assumed): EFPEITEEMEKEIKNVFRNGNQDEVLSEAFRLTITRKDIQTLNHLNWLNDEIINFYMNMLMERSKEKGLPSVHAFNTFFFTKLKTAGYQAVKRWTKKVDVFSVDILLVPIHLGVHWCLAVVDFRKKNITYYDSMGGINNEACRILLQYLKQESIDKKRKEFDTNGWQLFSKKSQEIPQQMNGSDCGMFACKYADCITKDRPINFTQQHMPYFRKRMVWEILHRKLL
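Material – human SENP1 catalytic domain · Input – SENP1 enzyme, 20 pM final · Compound dosing – single concentration of 10 µM compound, 0.5% DMSO final · Timing – enzyme reaction for 50 min at room temperature, dark · Measured by – FRET fluorescence in CFP and YFP emission channels · Control set – no-enzyme wells low, DMSO-plus-enzyme wells high control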
PfGluPho inh = PfG6PD enzyme inhibitors, primary screen, biochemical, fluorescence intensity, uHTS; glucose-6-phosphate dehydrogenase-6-phosphogluconolactonase (Plasmodium falciparum 3D7); PfGluPho enzyme, NADPH resazurin-diaphorase fluorescence; inhibition, % at 20 µM; 350,000 tested, 0.78% active; AID 504690, 2011;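 active = inhibition reaching at least a set limit at 20 µM in the primary screen, cut at about 59% in these data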;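 also: 0% = DMSO wells with substrate and 100% = DMSO wells lacking glucose-6-phosphate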
SENP6 block = SENP6 protease inhibitors, primary screen, biochemical, luminescence, uHTS. Recombinant SENP6 catalytic domain, aminoluciferin luminescence. inhibition, % at 10 µM. 330,000 tested, 1.8% active;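 active = inhibition above about 50% at the single tested dose, limit read from the data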;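 also: plate controls were DMSO wells with enzyme for no effect and DMSO wells lacking enzyme for full effect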
Target sequence (Q9GZR1 628-1112 limits assumed): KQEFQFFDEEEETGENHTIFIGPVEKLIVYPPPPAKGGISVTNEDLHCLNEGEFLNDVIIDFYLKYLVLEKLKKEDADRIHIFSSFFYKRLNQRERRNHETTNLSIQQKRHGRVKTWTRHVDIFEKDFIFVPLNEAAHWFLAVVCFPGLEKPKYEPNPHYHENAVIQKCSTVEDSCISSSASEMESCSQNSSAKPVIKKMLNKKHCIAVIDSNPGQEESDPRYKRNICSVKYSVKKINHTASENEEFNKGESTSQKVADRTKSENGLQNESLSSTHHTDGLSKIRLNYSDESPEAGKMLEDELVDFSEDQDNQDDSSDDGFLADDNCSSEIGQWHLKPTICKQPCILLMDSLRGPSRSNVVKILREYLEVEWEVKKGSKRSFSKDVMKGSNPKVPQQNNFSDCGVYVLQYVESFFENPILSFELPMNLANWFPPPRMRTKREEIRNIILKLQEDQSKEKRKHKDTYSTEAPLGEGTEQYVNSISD
The depositor's hits bear a star; i = inactive; · = no result given.

SMILES	SENP8 block-1	HKDC1 inhibitor	Apaf-1 inh	SENP7 inh	SENP8 block-2	SENP1 FRET inh	PfGluPho inh	SENP6 block
CC1CC(=O)C2=C(C1)Nc1nc3ccccc3n1C2c1cccnc1 (configuration not stated)	-455	-4	-6	-5	-4	-15	5	2
CN(C)c1ccc(C(=O)N2CCCC2)cc1	-4	-7	-2	0	-3	-1	-17	-2
Cn1c(SCC(N)=O)nnc1C1CCN(C(=O)NC2CCCCC2)CC1	13	-1	2	5	-3	1	7	2
C=CCn1c(SCC(=O)Nc2ccc(C(=O)OCC)cc2)nnc1-c1cccs1	-120	2	0	3	-3	0	8	0
COc1ccc(S(=O)(=O)Nc2cccc(F)c2C)cc1C(=O)N1CCOCC1	11	-5	-1	6	-3	0	-11	-9
O=C(CCNC(=O)c1ccc(Br)cc1)NNC(=O)c1ccccc1	-5	-7	6	-4	-10	2	10	-4
N#CCC(=O)Nc1ccc(C(=O)NCCc2c[nH]c3ccccc23)cc1	-23	0	-15	0	7	-13	3	-8
CCN(CC)C(=O)CSc1nc2c(sc(=S)n2-c2ccccc2)c(=O)n1Cc1ccco1	10	4	28	2	1	-2	25	-10
COC(=O)c1c(NC(=O)C2CC2)sc2c1CCCC2	-148	5	9	14	-9	0	11	-7
S=C(Nc1ccccc1Cl)N(CCCN1CCOCC1)Cc1ccco1	13	-6	-3	-10	-10	0	7	-6
CCOc1nc(SCCOc2ccccc2)nc(N(C)C)n1	12	0	5	1	-2	2	-2	-8
CC1(C)CC(=O)C(N=Nc2c(F)cccc2F)=C(O)C1	25	2	-2	3	8	0	-17	10
CCOP(C)(=O)C1(C(=O)OCc2ccccc2)CC1 (configuration not stated)	13	-6	-8	1	-5	0	-20	-10
Cc1cc(-c2c(C)[nH]n(-c3ccccc3)c2=O)n[nH]1	7	-6	-6	2	4	0	28	-4
CN(C)CCCn1c(SCCN2C(=O)c3ccccc3C2=O)nc2ccccc2c1=O	3	-4	-9	8	0	2	-2	-7
COc1ccc(CCNC(=O)C2CCN(S(=O)(=O)c3cccc4nsnc34)CC2)cc1OC	12	-3	-5	6	6	-2	-1	-3
Cc1nc2nc(-c3ccco3)nn2c(C)c1Cl	i	2	7	-3	-4	1	-1	-23
COc1ccc(C)cc1Nc1cc(C)nc2ncnn12	4	3	-3	-4	10	2	-2	0
O=C(c1ccccc1)c1nc2c(n1O)CCCCC2	14	-4	-27	3	-3	1	20	15
COc1ccc(NC(=O)COC(=O)c2cc(C)oc2C)c([N+](=O)[O-])c1	15	-5	-1	-5	-4	8	0	-4
CC(C)(C)C(=O)Nc1ccc(C(=O)N/N=C/c2ccccc2OC(=O)c2ccc(Cl)cc2Cl)cc1	33	-5	17	4	7	-2	-2	-4
COc1ccccc1NC(=O)c1c[nH]c2ccccc12	14	-5	4	0	-4	0	42	13
CCN1CCN(c2ccc(NC(=O)c3cccc(S(=O)(=O)N4CCCC4)c3)cc2)CC1	12	-1	-5	-5	-6	3	7	0
CC(=O)N1CCN(C(C)=O)C1c1ccccc1	13	-5	0	-9	-4	2	-10	4
CNC(=S)Nc1cccc([N+](=O)[O-])c1	17	-3	-14	4	2	3	-7	-7
CCOC(=O)c1ccc(CN2C(=O)c3ccccc3S2(=O)=O)cc1	9	8	2	6	4	-1	-19	-15
Cc1cc(Cl)ccc1NC(=O)COC(=O)c1cc([N+](=O)[O-])ccc1N1CCOCC1	7	5	12	-14	-8	1	22	-14
Cc1cc(NC(=O)c2ccc([N+](=O)[O-])cc2)no1	1	-8	-4	11	3	-1	10	15
CC(=O)Nc1ccccc1C(=O)C(=O)NCCc1ccccc1	4	-7	2	7	-5	0	10	7
COc1ccc(S(=O)(=O)N(CC(=O)NCC2CCCO2)c2ccc(Cl)cc2)cc1 (configuration not stated)	11	-5	1	8	1	2	-15	-7
COC(=O)C(Cc1ccc(O)cc1)N1Cc2ccccc2C1=O (configuration not stated)	23	-2	-4	0	-4	1	-21	11
CCN1CCCC1CNC(=O)CSc1cc(=O)n(CC)c2ccccc12 (configuration not stated)	-12	7	-11	2	2	-5	2	-2
CCOc1ccc(-c2ccc(SCC(=O)Nc3nnc(CC)s3)nn2)cc1	13	0	-2	2	11	-3	-10	8
Cc1ccc(-c2nc(CS(=O)(=O)CC(=O)NCCCN3CCOCC3)c(C)o2)cc1	8	2	-10	6	-13	2	-14	-8
CC(=O)N1N=C(c2ccc(C)cc2)CC1c1ccc2c(c1)OCO2 (configuration not stated)	7	-1	14	-3	0	-3	4	12
O=S(=O)(NCC(c1ccco1)N1CCN(c2ccc(F)cc2)CC1)c1ccc(F)cc1 (configuration not stated)	17	5	15	10	-1	-2	0	-6
Cc1ccc(-n2c(C)cc(/C=C3\NC(=O)NC3=O)c2C)c(C)c1	-249	-6	7	-11	-2	-11	26	-1
O=C(COC(=O)CNC(=O)c1ccc(Cl)c([N+](=O)[O-])c1)NC(=O)CN1CCCC1=O	4	0	0	-3	-3	0	1	-16
Cc1ccccc1CNC(=O)CCC(=O)N1Cc2ccccc2Oc2ncccc21	10	1	-9	4	2	0	-30	7
COc1ccc(-c2cc(-c3ccccc3)nc3ncnn23)cc1	-425	0	8	3	-2	2	-2	-12
CCn1c(C(=O)O)c(CC(=O)Nc2ccc(Br)cc2C)c2ccccc21	13	2	5	2	2	1	-39	-5
C=C(C)C(=O)N1CCN(C(=O)C(=C)C)c2ccccc21	20	14	·	·	·	0	-16	·
CCCCOc1ccc(C(O)(CC)CCN2CCOCC2)cc1 (configuration not stated)	4	-12	-1	3	0	2	14	-7
O=C(NC12CC3CC(CC(C3)C1)C2)c1ccc(S(=O)(=O)N2CCOCC2)cc1	15	1	-13	2	0	2	3	-9
O=C(N/N=C/c1cccnc1)c1cccc(S(=O)(=O)N2CCCC2)c1	0	-2	0	-6	-7	2	-13	0

In the list so far, these contain a thiophene ring, fused or not:
SMILES	SENP8 block-1	HKDC1 inhibitor	Apaf-1 inh	SENP7 inh	SENP8 block-2	SENP1 FRET inh	PfGluPho inh	SENP6 block
C=CCn1c(SCC(=O)Nc2ccc(C(=O)OCC)cc2)nnc1-c1cccs1	-120	2	0	3	-3	0	8	0
COC(=O)c1c(NC(=O)C2CC2)sc2c1CCCC2	-148	5	9	14	-9	0	11	-7

(further entries)
SMILES	SENP8 block-1	HKDC1 inhibitor	Apaf-1 inh	SENP7 inh	SENP8 block-2	SENP1 FRET inh	PfGluPho inh	SENP6 block
COc1cccc(NC(=O)Nc2nnc(Cc3ccccc3F)s2)c1	24	5	10	-5	12	4	-7	-22
COCCOC(=O)C1=C(C)NC2=C(C(=O)CC(C)(C)C2)C1c1ccc2c(c1)OCO2 (configuration not stated)	-297	13	-12	5	5	-9	9	-1
CCOC(=O)CCCNC(=O)COC(=O)c1ccc(O)cc1	10	5	0	-2	0	3	-21	-7
O=[N+]([O-])c1cc(-c2csc(NCCc3nc4cc(C(F)(F)F)ccc4n3CCCO)n2)ccc1Cl	13	7	-3	-2	0	5	47	10
CCC(C)(C)n1nnnc1C(c1ccc2ncccc2c1)N1CCCCCC1 (configuration not stated)	30	5	11	4	-2	0	-3	-4
CN(C)CCn1c2c(c(SCC(=O)Nc3cccc4ccccc34)nc1=O)CCCC2	-74	8	5	5	1	-1	-19	4
Cc1cccc(C)c1NC(=O)COC(=O)COc1ccc2c(C)cc(=O)oc2c1	-86	-2	-2	1	-2	0	-6	-3
CCOc1ncccc1C(=O)N1CCCSC1=Nc1ccccc1OC	27	-1	-21	11	-2	2	-11	-6
Cc1ccnc(NS(=O)(=O)c2ccccc2)c1	-53	-1	5	-14	-14	0	4	-8
Cc1ccc(S(=O)(=O)N2CC3(C)CN(S(=O)(=O)c4ccc(C)cc4)CC(C)(C2)C3=O)cc1	6	-1	6	4	-2	0	-15	-2
O=C(NCC1([N+](=O)[O-])CN(C(=O)c2ccccc2)CN(C(=O)c2ccccc2)C1)c1ccccc1	7	3	4	-8	-12	1	7	-12
CC(=O)NCCc1nc2ccccc2n1Cc1ccc(C)cc1	20	-3	-4	6	-9	0	-2	-3
CCCCN(C(=O)COC(=O)COc1c(C)cc(C)cc1C)c1c(N)n(CCC)c(=O)[nH]c1=O	-1	-7	-6	-7	-1	-1	3	-13
CN(C)/C=C(\C#N)C(=O)N/N=C/c1ccc(Cl)cc1	0	12	-9	7	7	-2	-4	5
COC(=O)C1C(=O)C2=C(CC1C)NC(C)=C(C(=O)OC(C)C)C2c1ccc(C)o1 (configuration not stated)	-97	-4	-12	-1	0	-6	5	-13
CCN1CCN(c2ccc(S(=O)(=O)N3CCOCC3)cc2NC(=O)CC(NC(C)=O)c2ccccc2)CC1 (configuration not stated)	0	-6	·	·	·	-2	-2	·
CC(C)CN(C(=O)Cn1c(C(F)(F)F)nc2ccccc21)C1CCS(=O)(=O)C1 (configuration not stated)	13	-2	3	0	-4	1	0	0
Cc1cccc(Cn2c(Cc3ccccc3)nc3ccccc32)c1	8	9	9	-1	-5	3	-9	-12
COc1ccc(COc2cc(-c3cccc(OC)c3)nc3ccc(NC(C)=O)cc23)cc1	-492	3	-10	-4	1	3	2	8
Cc1ccc(C2(C(F)(F)F)NC(=O)N3C(=C2C#N)Nc2ccccc23)cc1 (configuration not stated)	-7	-10	-16	-1	2	-18	-14	0
Nc1c(C(=O)O)cnn1-c1ccc([N+](=O)[O-])cc1	18	-5	-15	5	5	-1	8	-20
O=C(CCCSc1nc2ccccc2[nH]1)NCc1ccccc1	7	-8	-4	6	-3	0	3	0
COc1cc(NC(=O)CCN2CCN(Cc3ccccc3)CC2)cc(OC)c1	3	0	1	8	-2	-9	6	-1
CC(=O)N1CCc2cc(S(=O)(=O)NCCC(=O)NCCc3ccc(Cl)cc3)ccc21	11	-2	-8	-9	0	0	-6	-12
Cc1cc(C(=O)CN2CC(C)OC(C)C2)c(C)n1-c1ccccc1 (configuration not stated)	4	-4	5	-5	1	-3	3	-16
CCOC(=O)C1C(=O)NC(SCC(N)=O)=C(C#N)C1c1ccccc1OCC (configuration not stated)	9	4	-1	-1	-2	81	9	-7
CC(=O)OC1CC2(C)C(CCC2(O)C(C)=O)C2CCC3C(Cl)C(=O)CCC3(C)C12 (configuration not stated)	4	-1	·	·	·	2	6	·
CCCNC(=O)CN(C)CC(=O)Nc1ccccc1C#N	-5	-8	-8	-2	4	-1	16	-9

Full records from above. Order of values: SENP8 block-1	HKDC1 inhibitor	Apaf-1 inh	SENP7 inh	SENP8 block-2	SENP1 FRET inh	PfGluPho inh	SENP6 block
CCCNC(=O)CN(C)CC(=O)Nc1ccccc1C#N is listed as -5	-8	-8	-2	4	-1	16	-9
COc1ccc(COc2cc(-c3cccc(OC)c3)nc3ccc(NC(C)=O)cc23)cc1 is listed as -492	3	-10	-4	1	3	2	8
